NCOA1 inh = inhibits human SRC1 coactivator; Q15788; 360,000 tested, 0.12% active; AID 588354; inhibition, % at 3.6 µM; HEK293 GAL4-SRC1 luciferase reporter, luminescence;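 active = inhibition above the campaign mean plus 3 SD, with each screening campaign given its own cutoff, cut at about 60% in these data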;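 note: 0% = DMSO treated cells and 100% = gossypol at 36 µM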
TLR9-MyD88 block = TLR9-MyD88 interaction inhibition; Q9NR96+Q99836; CHO BLA complementation TLR9-MyD88, CCF4 FRET ratio; inhibition, % at 4.98 µM; 340,000 tested, 0.21% active; AID 504734;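 active = inhibition above the mean over all tested compounds plus 3 SD, cut at about 21% in these data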;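 note: 0% = DMSO only wells and 100% = clavulanate BLA inhibitor control wells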
Target sequence (Q99836 whole entry, looked up): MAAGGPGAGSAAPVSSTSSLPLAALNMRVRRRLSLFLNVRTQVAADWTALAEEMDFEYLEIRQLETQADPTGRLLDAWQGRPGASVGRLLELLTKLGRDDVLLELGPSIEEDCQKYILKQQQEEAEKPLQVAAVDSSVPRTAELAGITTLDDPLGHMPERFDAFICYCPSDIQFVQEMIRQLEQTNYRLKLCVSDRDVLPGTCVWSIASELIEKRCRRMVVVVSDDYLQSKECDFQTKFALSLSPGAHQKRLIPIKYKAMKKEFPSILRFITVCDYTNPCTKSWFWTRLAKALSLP
Target sequence (Q9NR96 whole entry, looked up): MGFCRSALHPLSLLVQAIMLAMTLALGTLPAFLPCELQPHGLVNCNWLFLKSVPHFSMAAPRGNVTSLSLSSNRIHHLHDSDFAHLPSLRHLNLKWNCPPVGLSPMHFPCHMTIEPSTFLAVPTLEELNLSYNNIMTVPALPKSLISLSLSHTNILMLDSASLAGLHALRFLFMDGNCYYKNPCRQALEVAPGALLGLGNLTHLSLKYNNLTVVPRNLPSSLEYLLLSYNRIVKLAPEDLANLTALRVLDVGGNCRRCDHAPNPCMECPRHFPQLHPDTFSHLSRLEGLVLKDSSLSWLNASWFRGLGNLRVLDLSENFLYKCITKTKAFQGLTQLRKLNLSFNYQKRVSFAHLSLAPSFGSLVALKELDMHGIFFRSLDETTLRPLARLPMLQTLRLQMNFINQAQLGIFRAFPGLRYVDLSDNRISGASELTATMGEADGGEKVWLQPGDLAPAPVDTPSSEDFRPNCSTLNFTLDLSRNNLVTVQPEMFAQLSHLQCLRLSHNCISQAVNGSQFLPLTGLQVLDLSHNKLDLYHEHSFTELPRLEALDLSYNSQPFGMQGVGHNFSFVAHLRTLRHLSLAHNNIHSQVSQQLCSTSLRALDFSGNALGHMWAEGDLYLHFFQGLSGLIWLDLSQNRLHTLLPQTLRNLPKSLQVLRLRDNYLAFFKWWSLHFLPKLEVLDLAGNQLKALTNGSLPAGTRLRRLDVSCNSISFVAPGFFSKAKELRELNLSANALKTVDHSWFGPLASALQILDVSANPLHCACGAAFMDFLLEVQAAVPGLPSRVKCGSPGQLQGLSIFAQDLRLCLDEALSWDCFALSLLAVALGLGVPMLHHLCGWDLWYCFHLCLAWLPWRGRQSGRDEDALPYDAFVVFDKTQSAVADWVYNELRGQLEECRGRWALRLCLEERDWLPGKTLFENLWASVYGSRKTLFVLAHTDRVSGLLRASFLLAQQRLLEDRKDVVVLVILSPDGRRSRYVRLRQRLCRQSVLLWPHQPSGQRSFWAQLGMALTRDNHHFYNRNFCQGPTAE
EBV LMP1 NFkB = Epstein-Barr LMP1 NF-kappaB reporter inhibition. 350,000 tested, 0.69% active. AID 504558. inhibition, % at 12.5 µM. LMP1-induced NF-kappaB luciferase reporter cells, luminescence; in the data active = inhibition above about 41%;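 note: 0% = neutral control wells and 100% = reference inhibitor control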
MC4R antagonist = human MC4R antagonism in cAMP assay; P32245; MC4R-expressing cells, MTII-stimulated cAMP, LANCE TR-FRET; inhibition, % at 6.5 µM; 360,000 tested, 0.48% active; AID 540295;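 active = inhibition above its plate's cutoff, the mean of tested wells on that plate plus 3 SD, cut at about 29% in these data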;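 note: 0% = Melanotan II alone and 100% = Melanotan II plus saturating MCL0020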
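Assay system: U2OS cells stably expressing human melanocortin 4 receptor (MC4R) / Dosing: 6.5 µM / Timing: compound 30 min, challenge 1 h, detection 1 h / Measured by: Eu-cAMP/anti-cAMP TR-FRET, emission 671 nm / Replicates: singlicate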
NOD2 RIPK2 PPI = inhibitors of human NOD2-RIPK2 interaction | O43353 | inhibition, % at 4.98 µM | 360,000 tested, 0.38% active | CHO BLA complementation NOD2-RIPK2, CCF4 ratio; in the data active = inhibition above about 21%;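 note: 0% = vehicle only and 100% = reference blocker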
ABHD5 PLIN5 PPI = ABHD5-PLIN5 protein interaction inhibition | Q00G26+Q8WTS1 | Split G. princeps luciferase complementation, luminescence, 4 h | inhibition, % at 4 µM | 360,000 tested, 0.78% active | AID 602281;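 active = inhibition above the mean inhibition across every tested compound plus 3 SD, cut at about 22% in these data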;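 note: 0% = DMSO only wells and the 100% control is not disclosed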
NCOA2 inhibitor = inhibits human steroid receptor coactivator 2; Q15596; HEK293 GAL4-SRC2 luciferase reporter, luminescence; inhibition, % at 9 µM; 370,000 tested, 0.17% active;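 active = inhibition above the mean inhibition of all tested compounds plus 3 SD, set per campaign, cut at about 52% in these data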;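 note: 0% = DMSO treated cells and 100% = cells given Gossypol at 36 µM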
NR2F2 inh = inhibitors of human COUP-TFII (NR2F2). 370,000 tested, 0.7% active. inhibition, % at 8.6 µM. HEK293T NGFI-A luciferase reporter, luminescence;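 active = inhibition above a per-plate cutoff, mean inhibition of test wells between control levels plus 3 SD, cut at about 38% in these data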;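 note: cells cotransfected with COUP-TFII expression vector driving the NGFI-A reporter; 0% = median of COUP-TF2 test wells and 100% = reporter-only cells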
MC4R ag barr = human MC4R agonism via beta-arrestin | P32245 | U2OS MC4R beta-arrestin complementation, luminescence; percent of melanotan II response, DMSO zero | 360,000 tested, 0.98% active | activation, % at 8.9 µM | AID 540308;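 active = activation above a per-plate cutoff, the mean activation of sample wells on that plate plus 3 SD, cut at about 8% in these data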
SRC3 inh = human NCOA3 inhibition; Q9Y6Q9; 360,000 tested, 0.17% active; inhibition, % at 3.6 µM; HEK293 GAL4-SRC3 luciferase reporter, luminescence;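 active = inhibition above a per-campaign cutoff, the mean of all compounds plus 3 SD, cut at about 60% in these data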;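 note: 0% = DMSO-treated cells and 100% = gossypol-treated cells at 36 µM; higher means less SRC3-driven luciferase light from the GAL4 reporter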
NR5A2 inv ag = NR5A2 inverse agonism in reporter assay | inhibition, % at 3.6 µM | 360,000 tested, 0.13% active | HEK293T StAR-luciferase reporter, LRH-1 transfected, 24 h | AID 602396;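 active = inhibition above the mean inhibition of all tested compounds plus 3 SD, cut at about 73% in these data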;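 note: 0% = DMSO wells and 100% = reporter-only cells lacking LRH-1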
Starred values were filed as active, the others as inactive; nt = not tested or not shown. These rows are one share of the data (hit frequency here may not be typical).

#	smiles	NCOA1 inh	TLR9-MyD88 block	EBV LMP1 NFkB	MC4R antagonist	NOD2 RIPK2 PPI	ABHD5 PLIN5 PPI	NCOA2 inhibitor	NR2F2 inh	MC4R ag barr	SRC3 inh	NR5A2 inv ag
1	CN(C)S(=O)(=O)c1ccc(Cl)c(NC(=O)COC(=O)c2ccc3c(c2)NC(=O)CS3)c1	0	2	-5	17	-13	0	-2	-8	-1.3	5	-2
2	CCOC(=O)C(C)Sc1nc2c(c(-c3cccs3)c1C#N)CCC2 (stereo unspecified)	-5	-8	-13	15	-1	-3	-35	18	-0.5	-7	-19
3	C=CCc1c(C)nc(SC)nc1Nc1ccc(C(=O)O)cc1	-11	0	-7	12	5	-8	-15	-18	-1.3	5	6
4	COc1ccc(C2=NN(S(C)(=O)=O)C(c3ccc4nccnc4c3)C2)cc1 (stereo unspecified)	-58	-6	0	3	1	0	-72	-10	-1.4	-48	-58
5	COc1ccc(-c2c(NC(=O)c3ccco3)oc3c(C)cccc3c2=O)cc1OC	13	-5	5	6	-3	0	0	-17	-1.1	-26	5
6	O=C1c2ccccc2CN1CCNS(=O)(=O)c1ccc(Cl)cc1	-14	1	-6	0	-3	-5	9	-9	-0.8	6	-6
7	Cc1cc(C2C(C#N)=C(N)Oc3n[nH]c(C)c32)c(C)s1 (stereo unspecified)	-2	-9	1	-19	-12	-1	1	-11	0.1	10	6
8	Cc1ccc(S(=O)(=O)Nc2cc3c(C(=O)O)c(C)oc3c3ccccc23)c(C)c1	-6	1	-3	2	7	0	0	-7	-0.7	-7	-3
9	CCOC(=O)c1nnc(-c2cccs2)nc1Oc1ccc(Cl)cc1	-12	3	5	2	0	-3	15	-1	-0.1	21	3
10	CC(C)Sc1nsc2nc(=O)c(/C=C3\C=Nc4ccccc43)c(N)n12	0	2	-2	12	-6	-5	21	3	0.2	7	-2
11	COCCN=C1NC(=O)C(CC(=O)Nc2cccc(Cl)c2C)S1 (stereo unspecified)	-26	nt	1	5	-10	4	19	-15	-2.1	2	6
12	COc1ccc([N+](=O)[O-])cc1NCc1c(F)cccc1F	1	7	-2	9	0	-5	7	20	-0.9	-17	-2
13	COc1cc2cnc(CCO[C@H]3CCCCO3)cc2cc1OC	-3	-10	6	6	-12	0	-46	-4	-1.1	-26	0
14	COC(=O)C1=C(NC(=O)c2ccc(C)cc2)CCS1	6	0	-12	4	-20	0	5	-20	3.5	-11	6
15	CCOC(=O)N1CCC(N(CCCOC)C(=O)Nc2cccc(OC)c2)CC1	3	-4	-7	5	-6	12	-19	4	-0.2	6	2
16	CCOC(=O)c1nc2ccccc2nc1C	3	-6	-10	0	3	-3	1	2	-0.8	15	0
17	COC(=O)c1cccc(NC(=O)Nc2ccccc2OC)c1	-39	0	4	22	-3	2	-49	-6	1.1	-21	-30
18	O=c1[nH]c(-c2cccnc2)nc2sc(-c3ccccc3)cc12	-5	9	-29	-14	2	-3	0	-8	-0.9	-11	-33
19	CCCc1oc(C(=O)O)cc1CN1CCOCC1	5	-6	0	-3	-10	-3	1	10	-0.4	5	-22
20	Cc1ccc(O)c(CC(C)C)n1	-20	-1	-4	-2	4	-5	-12	-7	-1.7	0	9
21	CCC(C)(C)NC(=O)C(c1ccncc1)N(Cc1cccs1)C(=O)Cn1nnc2ccccc21 (stereo unspecified)	-11	-3	0	14	0	-2	1	-5	-1.0	2	-26
22	Cc1c(C)n(C)c2ccc(C(=O)NCCCN3CCN(C)CC3)cc12	-1	-10	-2	8	-5	-1	3	-31	-1.5	-38	10
23	Cc1ccc(NC(=O)CN(CCc2ccccc2)S(C)(=O)=O)cc1	0	-1	-4	10	3	-1	-20	-19	-0.1	-9	-13
24	CC(=O)Nc1ccc(C)cc1NC(C)=O	-6	0	-14	-2	5	-1	-20	-17	0.3	5	2
25	COc1ccc(NC(=O)c2cc(C)no2)cc1OC	-4	-6	-17	11	-9	-2	11	-13	-1.1	-2	-12
26	O=C(CSc1nc(=O)n2ccccc2n1)Nc1ccc2c(c1)OCCO2	-9	-4	-60	-4	12	-8	-7	-5	-2.0	2	-16
27	CCC(=O)Nc1ccc(C(=O)NCc2ccccn2)cc1	-5	1	8	2	-4	-3	4	-7	0.3	6	-6
28	CN(C)c1cccc(N(C)C)c1CNC(=O)C(C)(C)C	-6	nt	nt	3	0	4	5	-9	0.4	4	15
29	O=C(Nc1ccccc1)c1ccc(-c2ccccc2)s1	-172	3	-12	4	-7	7	-50	-43	2.8	-74	-129
30	O=C(COC(=O)c1cc(Cl)nc(Cl)c1)NCCc1ccc(F)cc1	1	4	-6	8	-5	6	-42	4	-0.7	-1	36
31	O=C1CSc2ccc(S(=O)(=O)N3CCN(c4ccccc4)CC3)cc2N1	4	-1	7	0	-1	-4	12	10	1.4	6	1
32	CSc1ccc(S(=O)(=O)N2CCCC2)cc1	-10	3	-3	0	-8	-6	3	3	1.1	-8	-4
33	O=C(Cc1ccc(Cl)cc1)Nc1ccc(NC(=O)c2ccccc2)cc1	-2	5	-3	0	1	-1	16	6	3.3	6	-7
34	CCOc1ccc(NC(=O)CN(C)C(=O)Cc2ccsc2)cc1OCC	5	10	-6	-7	2	1	-18	-10	0.6	-13	-1
35	COc1cc(/C=C/C(=O)OCC(=O)Nc2ccc(S(=O)(=O)N3CCCC3)cc2)ccc1O	5	0	-1	-8	3	6	6	10	1.2	7	1
36	CC1CSC(N(C(=O)c2ccc(S(C)(=O)=O)cc2)c2ccc(Cl)cc2)=N1 (stereo unspecified)	-12	2	4	0	-5	-2	-37	-12	-2.7	-11	-22
37	Cc1ccc(-n2nnnc2CCl)cc1	5	0	-3	0	-4	8	-10	13	-1.4	8	0
38	CCn1c(C)c(C(C)=O)c(N2CCN(c3ccc(F)cc3)CC2)nc1=S	-17	0	7	-2	-7	-8	13	12	-3.1	-7	11
39	CNC(=O)Nc1cc(C(C)(C)C)no1	-21	-9	-2	2	-6	1	-1	-5	-0.5	-17	-4
40	CCOC(=O)C1=C(O)C(Nc2nccs2)(C(F)(F)F)N=C1C (stereo unspecified)	12	-5	-5	8	-1	-8	-18	2	2.3	6	0
41	CC(=O)Nc1c(Cl)c(Cl)c2c(c1Cl)Cc1cc(Cl)ccc1-2	-4	-11	-12	2	4	-3	-13	2	1.5	-4	16
42	CC(=O)c1ccc(C2CC(OCCF)=CC(=O)O2)cc1 (stereo unspecified)	nt	nt	nt	nt	3	1	-13	5	nt	nt	29
43	COc1ccc2[nH]c3c(=O)n(CCCC(=O)NC4CCC(C)CC4)c(=S)[nH]c3c2c1 (stereo unspecified)	-29	2	-4	5	-12	3	-2	-2	-1.9	-1	13
44	CC(C)Sc1nc2c([nH]1)c(=N)ncn2Cc1ccccc1	-12	-6	12	-7	-6	-6	6	-1	-2.8	1	5
45	O=C(Cc1ccsc1)N1CCN(S(=O)(=O)c2ccccc2F)CC1	-9	0	0	0	-1	0	7	-17	-0.4	16	0
46	OC1c2cc(Br)ccc2N=C2CCCN21 (stereo unspecified)	27	3	-15	4	-8	8	9	5	-0.2	44	30
47	O=C(CN1C(=O)NC2(CCCCC2)C1=O)NCCc1ccc(Cl)cc1Cl	-2	12	2	-1	-5	-7	10	-11	-2.1	16	8
48	O=C(Nc1ccc(C(=O)N2CCCCC2)cc1)C1CCCC1	2	-6	-10	-1	0	7	-18	7	0.1	-17	25
49	CC(C)c1ccc(N2C(=O)CC(Sc3ncn[nH]3)C2=O)cc1 (stereo unspecified)	14	-4	5	3	-1	3	32	25	1.6	0	-24
50	O=C1CCC(=O)N1c1ccccc1OS(=O)(=O)c1ccccc1	-18	-5	5	0	-8	2	-8	-2	-1.9	23	-4

3 entries out of the list above, ordered by the value under MC4R antagonist, descending.
#	smiles	NCOA1 inh	TLR9-MyD88 block	EBV LMP1 NFkB	MC4R antagonist	NOD2 RIPK2 PPI	ABHD5 PLIN5 PPI	NCOA2 inhibitor	NR2F2 inh	MC4R ag barr	SRC3 inh	NR5A2 inv ag
17	COC(=O)c1cccc(NC(=O)Nc2ccccc2OC)c1	-39	0	4	22	-3	2	-49	-6	1.1	-21	-30
28	CN(C)c1cccc(N(C)C)c1CNC(=O)C(C)(C)C	-6	nt	nt	3	0	4	5	-9	0.4	4	15
32	CSc1ccc(S(=O)(=O)N2CCCC2)cc1	-10	3	-3	0	-8	-6	3	3	1.1	-8	-4

Further compounds:
#	smiles	NCOA1 inh	TLR9-MyD88 block	EBV LMP1 NFkB	MC4R antagonist	NOD2 RIPK2 PPI	ABHD5 PLIN5 PPI	NCOA2 inhibitor	NR2F2 inh	MC4R ag barr	SRC3 inh	NR5A2 inv ag
51	CC(C)C[C@@H](COc1ccccc1)N1CCN(CCc2ccccc2)CCC1=O	-1	5	0	10	3	-4	-14	12	-1.0	-6	11
52	CCC(=O)N1CCc2cc(S(=O)(=O)N3CCCCC3CC)ccc21 (stereo unspecified)	-8	11	3	-9	-8	2	-15	-16	0.0	11	-6
53	CN1CCC(N(C)S(=O)(=O)c2ccc(NC(=O)COc3ccc(Br)cc3Cl)cc2)CC1	2	-9	-5	-3	9	8	-17	-11	2.1	6	12
54	O=C1CCCC(O)=C1N=Nc1ccc(Cl)c(Cl)c1	-3	-6	0	1	-10	3	10	-6	-4.0	13	4
55	CCc1ccc(C(C)NC(=S)NC2CCCCC2)cc1 (stereo unspecified)	7	-3	0	15	-5	-3	nt	nt	0.8	8	12
56	O=C(CN1CCCCCC1=O)OCc1ncc(-c2ccccc2)o1	1	-5	-3	1	2	1	-9	-2	-1.4	-2	7
57	CC(OC(=O)c1cc(=O)[nH]c2ccccc12)C(=O)NC1CCCC1 (stereo unspecified)	-29	-6	-4	-8	-15	-1	-7	8	-0.2	-2	8
58	C=C(C)COc1ccc2c(C)c(CC(=O)N3C[C@H]4C[C@@H](C3)c3cccc(=O)n3C4)c(=O)oc2c1C	6	-2	26	-4	-2	-3	4	27	-1.0	16	33
59	COc1ccc(NC(=O)CSc2nc3ccccc3c(=O)n2CCCC(=O)NCC2CCCO2)c(OC)c1 (stereo unspecified)	-7	5	-6	-4	-6	-1	-2	1	-0.8	7	9
60	Cc1ccccc1OCCC(=O)N1CCN(S(=O)(=O)c2ccc(F)cc2)CC1	-6	15	-1	6	2	-1	5	-1	-3.0	-42	2
61	O=C(Cc1cccc(C(F)(F)F)c1)Nc1ccc(S(=O)(=O)N2CCCC2)cc1	4	-3	3	8	7	-14	24	-6	-1.9	23	3
62	Cc1cc(C)n(-c2ccc(NC(=O)C3CCCCN3C(=O)c3cc(C)oc3C)cc2)n1 (stereo unspecified)	4	-5	1	4	-1	5	-6	-13	-0.7	-18	-4
63	CO/N=C/C(c1ccc(Cl)nc1)S(=O)(=O)c1ccccc1 (stereo unspecified)	26	0	8	4	-9	1	-27	-8	-0.6	12	21
64	COc1cc(CN2CCc3ccccc3C2)ccc1O	-17	13	-8	-3	20	-2	21	0	-0.6	-10	14
65	COC(=O)c1cc(C(=O)OCC(=O)c2ccc[nH]2)cc([N+](=O)[O-])c1	0	-3	9	4	-24	1	-4	-8	-1.3	12	6
